# Bioassay records as filed in PubChem BioAssay.
# KLK7 zymogen act: activators of human kallikrein-7 zymogen. P49862. purified proKLK7, EDANS-DABCYL substrate fluorescence; 100% is mature enzyme control, 0% vehicle. activation, % at 7 µM. actives 0.9% (n = 370,000);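 active means activation above the mean of all tested compounds plus 3 SD, computed per campaign excluding outliers beyond control limits, cut at about 13% in these data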
# Target sequence (P49862 whole entry, looked up): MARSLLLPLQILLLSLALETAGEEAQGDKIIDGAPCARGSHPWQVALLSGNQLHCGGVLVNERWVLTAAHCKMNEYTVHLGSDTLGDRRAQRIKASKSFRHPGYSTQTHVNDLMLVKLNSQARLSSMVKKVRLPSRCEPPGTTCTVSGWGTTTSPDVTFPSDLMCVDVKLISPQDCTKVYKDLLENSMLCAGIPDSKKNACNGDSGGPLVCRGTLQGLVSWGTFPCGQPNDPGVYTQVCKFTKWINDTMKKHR
# ASAP1 inh: inhibitors of human ASAP1 ArfGAP activity; ASAP1-stimulated ARF1 GTP hydrolysis, GDP FP detection; inhibition, % at 16.5 µM; actives 0.19% (n = 360,000); AID 624377; in the data active means inhibition above about 25%;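 further: 0% = vehicle with enzyme and substrate and 100% = no enzyme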
# DDE Tn7 FP inh: DD(E)-Tn7 binding inhibition, primary FP screen. actives 0.13% (n = 370,000). P02675. AID 720508. inhibition, % at 8.3 µM. FP displacement of FITC-Tn7 peptide from fibrin DD(E); 0% = median of compound wells per plate;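 active means inhibition above the mean of compounds falling within the control limits plus 3 SD of them, cut at about 14% in these data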;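 further: 0% = plate median of compound wells and 100% = 10 µM Aha-Tn7 peptide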
#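 Assay system: Human fibrin DD(E) protein | Medium: Tris buffer with calcium and detergent, pH 7.8 | Reagent: 0.1 µM fluorescent Tn7 | Compound dosing: Single point at 8.3 µM | Times: 10 min preincubation, 3 h with tracer, room temperature | Detection: Fluorescence polarization of the labelled Tn7 tracer | Controls: Aha-Tn7 high control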
# PLCg1 inh: PLC-gamma1 (human) inhibition, primary screen; P19174; purified PLC-gamma1, fluorogenic substrate, fluorescence; inhibition, % at 12.2 µM; actives 0.84% (n = 370,000); in the data active means inhibition above about 9.5%
# ADAM17 inh: ADAM17 inhibition, QFRET primary screen; recombinant ADAM17, EDANS/DABCYL FRET peptide cleavage; inhibition, % at 6.95 µM; AID 720648; actives 0.83% (n = 370,000); P78536;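 active means inhibition above the mean of compounds lying between control limits plus 3 SD, set per campaign, cut at about 8.5% in these data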;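 further: 0% = DMSO-only wells as the low control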
# ARFGAP1 inh: inhibits rat ARF GTPase activating protein 1 | Arfgap1-stimulated ARF1 GTP hydrolysis, GDP FP detection | actives 0.26% (n = 360,000) | AID 651572 | Q62848 | inhibition, % at 16.5 µM;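 active means inhibition above a per-plate limit, mean inhibition of low control wells plus 3 SD, cut at about 25% in these data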;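 further: 0% = DMSO wells with enzyme and 100% = wells lacking Arfgap1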
# Target sequence (Q62848 1-136 limits assumed): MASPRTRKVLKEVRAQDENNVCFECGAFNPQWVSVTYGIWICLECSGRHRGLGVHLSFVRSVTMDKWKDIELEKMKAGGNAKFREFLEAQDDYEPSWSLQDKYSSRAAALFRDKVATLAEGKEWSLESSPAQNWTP
#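 Material: truncated rat Arfgap1 GAP domain; Incubation: compound-enzyme preincubation 20 min, reaction 120 min, detection 60 min, 25 °C; Read-out: percent inhibition of Arfgap1-stimulated GTP hydrolysis; Technique: FP, GDP Alexa 633 tracer displaced from anti-GDP antibody, 620/688 nm; Controls: No-Arfgap1 wells (100%) versus DMSO full-reaction wells (0%); Replication: single well per compound.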
# Tn6 DDE FP: disrupts Tn6 cyclic peptide binding to fibrin D-Dimer-E complex; P02675; Fibrin DD(E) TRITC-Tn6 fluorescence polarization displacement; inhibition, % at 8.3 µM; actives 0.21% (n = 370,000);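 active means inhibition above a per-campaign cutoff: mean of compounds within control limits plus 3 SD, cut at about 15% in these data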;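 further: 0% = median of all compound wells on the plate and 100% = blocking peptide control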
# TDP2 absorb: blocks human TDP2 phosphodiesterase activity; O95551; AID 720702; actives 0.34% (n = 370,000); recombinant TDP2, T5PNP hydrolysis, p-nitrophenol absorbance 415 nm; inhibition, % at 12.8 µM;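 active means inhibition above the mean of all tested compounds plus 3 SD, set per campaign, cut at about 25% in these data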;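 further: 0% = DMSO with enzyme and 100% = buffer with substrate but no TDP2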
#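 Test system: human TDP2 enzyme; Input: 120 nM TDP2 per well; Buffer or medium: Mg2+-containing Tris-HCl buffer, pH 7.5; Reagent: 5 mM T5PNP; Dosing: 12.8 µM single point, 1% DMSO; Incubation: reaction 2 h, 37 °C; Detection: p-Nitrophenol epi absorbance; Read-out: % inhibition relative to enzyme-containing and enzyme-free wells; Replicates: single well per compound.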
# ADAM10 inh: inhibits human ADAM10 | O14672 | AID 720582 | inhibition, % at 7 µM | actives 0.62% (n = 370,000) | recombinant ADAM10, EDANS/DABCYL FRET peptide cleavage, 3 h;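 active means inhibition above a per-campaign cutoff equal to the mean of compounds falling between control-based bounds plus 3 SD, cut at about 20% in these data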;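 further: 0% = DMSO wells while the 100% control is not disclosed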
# Target sequence (O14672 214-748 limits assumed): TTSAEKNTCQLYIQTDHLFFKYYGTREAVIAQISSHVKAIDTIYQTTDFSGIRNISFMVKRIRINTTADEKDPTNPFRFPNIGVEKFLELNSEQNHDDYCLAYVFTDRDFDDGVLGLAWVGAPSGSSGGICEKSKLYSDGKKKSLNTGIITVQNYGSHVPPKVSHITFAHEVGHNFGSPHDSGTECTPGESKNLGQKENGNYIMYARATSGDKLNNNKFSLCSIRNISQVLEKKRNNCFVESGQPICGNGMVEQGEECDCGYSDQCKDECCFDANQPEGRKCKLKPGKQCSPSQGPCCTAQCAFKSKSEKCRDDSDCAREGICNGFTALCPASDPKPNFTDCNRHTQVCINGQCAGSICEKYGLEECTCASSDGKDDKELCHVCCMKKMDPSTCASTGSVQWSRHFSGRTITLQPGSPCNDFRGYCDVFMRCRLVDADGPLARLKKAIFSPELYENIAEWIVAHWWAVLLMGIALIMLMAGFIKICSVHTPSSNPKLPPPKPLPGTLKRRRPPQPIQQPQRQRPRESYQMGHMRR
# LEDGF integ inh: blocks HIV-1 LEDGF/p75-dependent DNA integration. TR-FRET IN-LEDGF/p75 DNA integration, Eu/Cy5. inhibition, % at 3.7 µM. actives 0.64% (n = 370,000);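 active means inhibition above the screen-wide mean plus 3 SD, cut at about 13% in these data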;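 further: signal is the Cy5 over europium emission ratio at 671 and 618 nm; 0% = plate median of compound wells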
# * hit, by the source's call; i = inactive; · = no result given.
SMILES,KLK7 zymogen act,ASAP1 inh,DDE Tn7 FP inh,PLCg1 inh,ADAM17 inh,ARFGAP1 inh,Tn6 DDE FP,TDP2 absorb,ADAM10 inh,LEDGF integ inh
COc1ccc(C(=O)C2CCCN(Cc3ccc4nonc4c3)C2)cc1F (configuration not stated),-0.1,-1,-1,0,1,-1,8,-19,-6,-4
CCCC(C(=O)NC(C)(C)C)N(Cc1ccccc1)C(=O)c1snc(C(N)=O)c1N (configuration not stated),2.8,7,6,-49,-42,-5,-4,-4,-133,2
CC(C)OP(=O)(c1ccccc1)c1ccccc1,-0.4,8,-4,2,3,2,-1,3,1,1
O=C(CC1C(=O)NCCN1Cc1c(F)cccc1Cl)NCCCn1ccnc1 (configuration not stated),0.5,1,10,-1,-4,8,-4,-1,-3,-6
N#Cc1c(NC(=O)CSc2nnnn2C2CCCCC2)sc2c1CCCC2,0.3,12,-4,10*,2,4,-1,-1,6,3
OCCCn1c(C2CCCN2c2nc(-c3ccc(F)cc3)cs2)nc2cc(Cl)c(N3CCCCC3)cc21 (configuration not stated),0.0,5,6,-8,-4,-3,2,-1,2,0
C=CCN(CC=C)S(=O)(=O)c1ccc2nc(NC(=O)C(C)C)sc2c1,0.3,11,5,2,-2,1,5,-6,0,6
O=C(NCC1CCCN1S(=O)(=O)c1cccs1)C(=O)Nc1ccc(F)cc1F (configuration not stated),0.0,11,-7,-1,-1,6,-3,-9,1,2
Cc1ccc(CN2CCN(/N=C/c3ccccc3)CC2)cc1,0.0,6,0,5,0,-16,-2,1,1,2
O=C(c1ccccc1)c1ccc(OCCCN2CCCC2)cc1,0.4,-5,-1,4,6,-5,-4,-7,2,8
O=C(O)c1ccccc1NC(=O)C(c1ccccc1)c1ccccc1,-0.5,-8,12,2,-8,-10,0,-6,7,-2
CCOC(CNC(=O)C1CCN(S(=O)(=O)c2ccc3nc4c(c(C(=O)O)c3c2)CCCCC4)CC1)OCC,0.1,-1,2,1,-5,-6,-6,8,5,0
O=C(CSc1nnc(-c2ccc(Cl)cc2)n1Cc1ccco1)Nc1ccc(S(=O)(=O)Nc2nccs2)cc1,-0.3,·,-4,-1,5,·,6,-2,7,19*
Cc1nc2ccccc2c(=O)n1NC(=O)c1ccco1,-0.7,6,3,-1,-2,-1,-3,0,-5,2
CCCCNc1c(-c2ccc(OC)c(Sc3ccc(OC)cc3)c2)nc2cnccn12,-88,15,1,i,-130,-3,-8,2,-386,-2
COc1ccccc1NC(=O)Nc1ccccc1C(=O)NCCCN1CCOCC1,-0.4,-12,3,-2,-6,-2,0,12,0,-1
O=C(NN1C(=O)C2C3c4ccccc4C(c4ccccc43)[C@@H]2C1=O)c1ccccc1 (some centres not stated),-0.3,-14,-2,3,-1,-10,12,-7,11,-1
Cc1nn(-c2ccc(Cl)c(Cl)c2)c(=O)c2ccccc12,-0.2,-9,1,-1,-4,-8,0,-5,0,1
Cc1cc(C(=O)OCC(=O)NC2CCS(=O)(=O)C2)c(C)n1-c1ccccc1 (configuration not stated),0.5,3,0,-2,-4,4,3,-3,-10,3
CCc1nc2ccccc2c(C(=O)OCC(=O)N(C)Cc2ccccc2)c1C,0.5,-2,-4,0,1,-8,8,-11,-8,3
COC(=O)CSc1n[nH]c(-c2ccncc2)n1,-0.4,3,-14,1,-1,5,3,8,1,2
Cc1cc(C)c(C)c(S(=O)(=O)Nc2ccc(C(N)=O)cc2)c1C,0.3,3,-2,2,-4,12,-3,8,0,-1
NC(=O)c1ccsc1NC(=O)C1CC1,-0.5,-2,0,0,-1,-2,2,7,-8,-4
O=c1[nH]c(CN2CCN(S(=O)(=O)c3cccs3)CC2)nc2c(Br)cc(Br)cc12,-0.2,0,2,0,0,12,1,11,6,0
CC(C)(C)n1nc2c(c1NC(=O)c1c(F)cccc1F)CS(=O)(=O)C2,0.6,-2,-8,1,-1,6,-6,-1,-3,4
O=[N+]([O-])c1ccc(-n2nnnc2CN2CCCCC2)cc1,-0.3,1,-4,2,0,-3,-7,1,-9,1
Cc1onc(-c2ccccc2)c1C(=O)N1CCN(C(=O)C(=O)c2cccc(C(F)(F)F)c2)CC1,0.4,4,8,-5,-3,-4,0,2,-4,-2
Cc1ccc(C2=NS(=O)(=O)N(C)C(C(=O)NC(C)c3ccccc3)=C2)cc1 (configuration not stated),0.1,-2,-3,-9,-1,-1,-5,4,-14,4
CCc1ccccc1NC(=S)N(CCCN1CCOCC1)Cc1ccccn1,-0.3,-5,2,-4,-4,-2,3,-2,3,-5
COc1ccc(NC(=S)N2CCC(NC(=O)c3ccco3)CC2)cc1,-0.2,-8,-5,3,1,-2,1,-7,2,4
COc1ccc(N(C(=O)c2snc(C(N)=O)c2N)C(C(=O)NC2CCCC2)c2ccc(F)cc2)c(OC)c1 (configuration not stated),-1.7,3,3,-6,-18,0,1,-6,-59,6
CN(CCc1ccccn1)C(=O)CCC1CCCN(C(=O)c2ccsc2)C1 (configuration not stated),-0.1,-10,0,-3,-5,-4,0,4,-7,-3
O=C(COC(=O)c1ccc(S(=O)(=O)NCc2ccco2)cc1)Nc1ccccc1OC(F)F,-0.7,-8,-2,5,5,-11,-1,-19,12,1
Cc1cccc(C(=O)O/N=C2/CC3CCC2(C)C3(C)C)c1 (configuration not stated),-0.8,-5,3,2,2,-6,6,-10,7,-3
O=C(c1cnsn1)N1CCC(CO)(Cc2cccc(F)c2)CC1,-0.3,-7,-6,0,-2,0,-1,-7,-1,-3
Cc1ccc(C)c(N(CC(=O)NCc2ccco2)C(=O)CCC(=O)Nc2ccccn2)c1,-0.1,-2,5,0,-1,15,3,0,-6,1
CC(=O)C1=C(O)C(=O)N(CCc2c[nH]c3ccccc23)C1c1ccco1 (configuration not stated),0.6,-15,-7,-41,-2,3,-1,7,-29,15*
CCCN(CC(=O)Nc1ccc(F)c(F)c1F)C(=O)c1ccc(N2CCCC2=O)cc1,-0.3,-8,2,-1,-9,3,-1,9,-12,0
O=[N+]([O-])c1cccc(/C=C/c2nc3ccc([N+](=O)[O-])cc3[nH]2)c1,-0.6,7,7,1,-1,25*,-9,7,3,1
CCOCCCNC(=S)Nc1ccc2nc3n(c(=O)c2c1)CCCCC3,0.0,-4,6,-1,-7,5,10,10,-10,0
O=C(COc1ccccc1)N/N=C/c1cc2c(cc1[N+](=O)[O-])OCO2,0.6,-2,4,-1,-5,-1,-9,3,-3,-4
Cc1c([N+](=O)[O-])ccc(S(=O)(=O)N2CCC(C(N)=O)CC2)c1C,-1.0,-4,-3,-1,0,9,-2,10,5,0
COc1ccc(CCNC(=O)Cn2cccc2C(=O)c2ccccc2C)cc1OC,0.4,2,1,-1,0,1,-9,-7,-8,1
COc1ccc(OC)c(C2=Nn3c(nnc3-c3ccco3)SC2)c1,-0.1,-1,-2,-5,-2,11,8,-15,-2,-4
COC(=O)c1cc(-c2ccc(C)c(C)c2)c(=O)n2c1CCC2,-0.2,·,0,-14,-19,·,5,3,-47,-1
O=C(C(=O)N1CCC(CNS(=O)(=O)c2ccccc2OC(F)(F)F)CC1)c1cc2ccccc2o1,-0.4,-1,3,0,-1,8,2,5,1,-3
COC(=O)CN(c1nc(C)c(Br)c(OC)n1)S(=O)(=O)c1ccccc1,0.3,-2,2,0,3,-15,6,7,9,3
COC(=O)c1ccc2nc(-c3ccc(OC)c(OC)c3)c(Cc3ccsc3)n2c1,-1.0,2,4,-23,-2,-2,-3,-5,-9,6
O=C(NCc1cccc(C(F)(F)F)c1)c1ccc2sc([C@@H]3O[C@H](CO)[C@@H](O)[C@H]3O)nc2c1,-0.2,-4,2,-4,1,0,-7,-4,-9,0
O=C(COc1ccc(Br)cc1)Nc1ccccc1N1CCCC1,0.0,0,-4,2,1,7,-11,5,-1,1
CS(=O)(=O)c1ccc(-c2cc(NC=O)c3ncc(-c4ccc(F)cc4)n3c2)cc1,-2.8,13,2,-103,-14,-9,-9,-7,-58,0
COc1ccc(/C=N/NC(=O)C(=O)N2CCCCCC2)cc1[N+](=O)[O-],-0.5,-6,-2,3,2,2,-2,15,-2,-1
O=C(CCN1C(=O)/C(=C\c2ccco2)SC1=S)Nc1ccc(C(=O)O)c(O)c1,-0.2,-6,2,37*,-4,-6,-3,2,0,70*
CC1(C(=O)NS(=O)(=O)c2ccccc2C(F)(F)F)CCN1C(=O)CCc1cccs1 (configuration not stated),-0.2,-8,-4,2,0,-1,5,-7,-1,3
Cc1cc(C)n(-c2ccc(C(=O)OCn3nnc4ccccc4c3=O)cc2)n1,0.0,-4,9,0,-5,4,-1,1,6,2
Cc1nc(CSc2nc3[nH]ncc3c(=O)n2-c2ccccc2)cs1,-0.1,4,-3,3,0,-16,-2,-5,-1,0
COC(=O)C1(C)NC(c2ccc(OC)cc2)C2C(=O)N(c3ccccc3)C(=O)C21 (configuration not stated),0.3,-8,3,-1,-2,2,4,8,-1,-2
CSc1ccccc1C(=O)NCC1CCCO1 (configuration not stated),0.5,-2,-1,1,-4,-1,-8,-11,-10,4
CCCOc1c(Br)cc(/C=N/O)cc1OC,0.3,12,-3,-4,-6,-14,2,4,-2,3

# Some of the entries so far, field by field.
COC(=O)c1cc(-c2ccc(C)c(C)c2)c(=O)n2c1CCC2
  KLK7 zymogen act: -0.2	ASAP1 inh: ·	DDE Tn7 FP inh: 0	PLCg1 inh: -14	ADAM17 inh: -19	ARFGAP1 inh: ·	Tn6 DDE FP: 5	TDP2 absorb: 3	ADAM10 inh: -47	LEDGF integ inh: -1

O=C(COc1ccccc1)N/N=C/c1cc2c(cc1[N+](=O)[O-])OCO2
  KLK7 zymogen act: 0.6	ASAP1 inh: -2	DDE Tn7 FP inh: 4	PLCg1 inh: -1	ADAM17 inh: -5	ARFGAP1 inh: -1	Tn6 DDE FP: -9	TDP2 absorb: 3	ADAM10 inh: -3	LEDGF integ inh: -4

O=C(CSc1nnc(-c2ccc(Cl)cc2)n1Cc1ccco1)Nc1ccc(S(=O)(=O)Nc2nccs2)cc1
  KLK7 zymogen act: -0.3	ASAP1 inh: ·	DDE Tn7 FP inh: -4	PLCg1 inh: -1	ADAM17 inh: 5	ARFGAP1 inh: ·	Tn6 DDE FP: 6	TDP2 absorb: -2	ADAM10 inh: 7	LEDGF integ inh: 19*
